Assay outcomes from PubChem.
V-ATPase pH: regulators of yeast V-ATPase proton transport; AID 504577; response, % at 10 µM; S. cerevisiae, pHLuorin cytosolic pH fluorescence; actives 0.37% (n = 350,000); in the data active = response mostly above about 7.3%, no sharp cut-off; inactive = mostly below about 5.4%; also: actives read high; inactives centre near 0; some compounds called inactive have numbers as strong as hits
Wnt bcat act: activates Wnt/beta-catenin signaling in a reporter cell assay; activator, plate reader; activation, % at 9.35 µM; actives 1.2% (n = 300,000); in the data active = activation above about 30%, passing the limit was not always enough; inconclusive = no clear call, values can overlap the other calls;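 also: 0% = neutral control wells and 100% = positive control wells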
RTF Ca sens act: increases calcium sensitivity of human cardiac regulated thin filaments; P19429+P45379; IANBD-labeled TnC RTF fluorescence at EC20 calcium; 0% EC20 calcium, 100% full calcium; activation, % at 7.2 µM; actives 0.24% (n = 340,000);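 active = activation above the mean over all tested compounds plus 3 SD, cut at about 30% in these data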;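 also: rise in fluorescence read as greater calcium sensitivity of cardiac thin filaments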
MITF act: activators of MITF-driven TRPM1 promoter activity in SK-MEL-5 cells; SK-MEL-5 TRPM1-promoter luciferase, 24 h; % of positive control, neutral wells = 0; activation, % at 12.5 µM; actives 0.75% (n = 300,000); AID 588334;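 active = mean activation of at least 80% with every replicate also reaching 80%; inconclusive = mean reaches 80% but some replicate falls short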;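 also: 0% = neutral control wells and 100% = parthenolide positive control wells; values of inactives mirror those of a sister screen read the other way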
CAL PDZ FP-1: human CAL PDZ-peptide interaction inhibition. Q9HD26. purified CAL PDZ, TMR-peptide fluorescence polarization, 1 h. inhibition, % at 20 µM. actives 0.02% (n = 330,000). AID 504414;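 active = highest replicate inhibition of at least 40%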;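 also: plate controls were DMSO neutral control wells for no effect and unlabeled competitor peptide control wells for full effect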
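material = purified tagged CAL PDZ domain construct (CerCALP) | buffer or medium = sodium phosphate/NaCl buffer pH 7.4 with TCEP, IgG, Thesit | reagent = TMR-labelled reporter peptide T*-PRC34 bound in PDZ groove | incubation = 1 h room-temperature incubation prior to read | measured by = fluorescence polarization (mP) | evaluation = percent inhibition from loss of millipolarization | control set = unlabelled peptide and DMSO controls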
CDK5 p35 inh: blocks human CDK5/p35 kinase activity; Recombinant CDK5/p35, ADP-Glo luminescence, 60 min; actives 0.01% (n = 330,000); inhibition, % at 10 µM; AID 488839;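 active = highest replicate inhibition of at least 50% and at least 75% of replicates reaching 50%; inconclusive = only one of the two criteria met; inactive = both criteria failed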;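 also: plate controls were DMSO neutral control for no effect and GW8510 at 10 µM for full effect; many of its hits are not listed in these tables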
Target sequence (Q00535 whole entry, looked up): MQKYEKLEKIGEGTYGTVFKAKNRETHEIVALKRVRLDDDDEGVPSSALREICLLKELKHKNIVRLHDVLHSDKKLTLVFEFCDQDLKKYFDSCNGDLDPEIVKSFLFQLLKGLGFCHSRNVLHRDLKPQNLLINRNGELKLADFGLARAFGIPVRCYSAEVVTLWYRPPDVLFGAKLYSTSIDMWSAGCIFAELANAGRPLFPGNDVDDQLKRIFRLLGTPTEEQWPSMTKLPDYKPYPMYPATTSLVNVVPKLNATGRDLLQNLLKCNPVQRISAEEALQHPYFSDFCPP
Target sequence (Q15078 whole entry, looked up): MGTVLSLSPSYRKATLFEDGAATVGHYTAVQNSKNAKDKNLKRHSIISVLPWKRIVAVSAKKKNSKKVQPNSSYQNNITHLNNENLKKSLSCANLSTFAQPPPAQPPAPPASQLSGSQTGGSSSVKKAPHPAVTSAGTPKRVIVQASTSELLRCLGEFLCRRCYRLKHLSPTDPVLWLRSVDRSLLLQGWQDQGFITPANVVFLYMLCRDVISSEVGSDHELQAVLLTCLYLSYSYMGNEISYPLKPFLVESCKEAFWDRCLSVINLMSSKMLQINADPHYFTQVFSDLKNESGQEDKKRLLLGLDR
dFosB act: activators of mouse delta FosB homodimer. actives 0.99% (n = 340,000). P13346. activation, % at 25 µM. purified delta FosB, TAMRA-CDK5 oligo fluorescence polarization; percent of positive-control signal above neutral wells;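 active = mean activation above about 17%, with every replicate also reaching it, limit read from the data, passing the limit was not always enough; inconclusive = only one of the two conditions met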;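 also: fluorescence polarization rise as delta FosB binds a TAMRA Cdk5 AP-1 oligo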
Target sequence (P13346 whole entry, looked up): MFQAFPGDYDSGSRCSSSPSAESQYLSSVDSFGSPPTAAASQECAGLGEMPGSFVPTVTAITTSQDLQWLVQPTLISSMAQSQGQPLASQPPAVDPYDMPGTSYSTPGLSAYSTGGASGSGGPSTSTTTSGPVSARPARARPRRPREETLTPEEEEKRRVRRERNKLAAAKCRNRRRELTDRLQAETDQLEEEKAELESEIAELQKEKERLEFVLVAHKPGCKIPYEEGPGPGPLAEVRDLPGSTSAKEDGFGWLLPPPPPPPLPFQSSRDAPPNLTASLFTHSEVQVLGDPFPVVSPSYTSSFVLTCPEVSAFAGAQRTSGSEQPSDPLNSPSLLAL
CAL PDZ FP-2: inhibitors of human CAL PDZ peptide binding; purified CAL PDZ, TMR-peptide fluorescence polarization, 1 h; inhibition, % at 24.9 µM; Q9HD26; AID 602252; actives 0.92% (n = 300,000);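 active = mean inhibition of at least 30% with at least half of replicates also reaching 30%; inconclusive = no clear call, values can overlap the other calls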;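 also: 0% = DMSO neutral control and 100% = excess unlabeled competitor peptide PRC23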
Tat export inh: blocks Tat-dependent protein export in E. coli; E. coli MC4100 TorA-mCherry Tat export, fluorescence; inhibition, % at 10 µM; actives 0.036% (n = 340,000); AID 488895;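 active = mean replicate inhibition at least 50% and at least half of replicates individually reaching 50%; inconclusive = only one of the two criteria met; inactive = neither criterion met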;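 also: exported cargo escapes ClpAP degradation while cytoplasmic cargo is degraded and loses fluorescence; 0% = median of neutral control wells and 100% = median of NaSCN control wells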
Rtt109 HAT inh: inhibitors of Candida albicans Rtt109/Vps75 histone acetyltransferase; Q5AAJ8; purified Rtt109/Vps75, ThioGlo CoA-SH fluorescence, 4 h; inhibition, % at 34.9 µM; actives 0.16% (n = 330,000);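 active = inhibition of at least 50% in every replicate; inconclusive = best replicate reaches 50% inhibition but some replicates fall short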
An asterisk follows results filed as active; u = inconclusive; x = not tested or not shown.

SMILES	V-ATPase pH	Wnt bcat act	RTF Ca sens act	MITF act	CAL PDZ FP-1	CDK5 p35 inh	dFosB act	CAL PDZ FP-2	Tat export inh	Rtt109 HAT inh
CCOC(=O)c1cc(NC(=O)Nc2nc3ccccc3s2)c(C)nc1C	-81	x	1	0	-0.9	2.2	2	-4	3	-2
COc1ccc(/C=C/C(=O)N(C(C)C)C(C)C)cc1Br	-1	x	2	18	-0.2	0.7	-10	x	2	5
CC(C)C(=O)Nc1nnc(CCc2ccccc2)s1	-2	2	-5	15	-0.7	2.1	3	x	-9	-3
Cc1ccc(C)c(Nc2ccc3nonc3c2[N+](=O)[O-])c1	0	1	-1	-3	-0.9	2.2	-1	-4	-1	-6
CN(C(=O)c1cnc2n(c1=O)CCS2)C1CCCCC1	-6	-4	2	x	-2.0	6.7	-5	x	-2	5
COc1cc(OC)cc(C(=O)Nn2cc(C(=O)N3CCN(C)CC3)c3ccccc3c2=O)c1	0	-2	4	x	-0.6	-0.7	-3	-39	-9	4
Cc1cc(C)n(-c2nc(C)nc(N)n2)n1	5	x	7	2	-0.7	0.4	-5	0	-2	3
COc1ccc(CCNC(=O)c2ccc(=O)[nH]c2)cc1OC	2	-1	1	4	1.5	1.6	-5	-3	-1	2
COc1ccc(OC)c(/C=C2\SC(=S)N(NS(=O)(=O)c3ccccc3)C2=O)c1	-3	0	-4	-3	-2.7	-2.5	-6	-2	-5	13
CC12C(=O)N(c3ccc(OC(=O)c4ccco4)cc3)C(=O)C1C1c3ccccc3C2c2ccccc21 (stereo unspecified)	2	x	6	-1	0.3	-2.3	-8	1	-8	-3
CC(Oc1ccc(Cl)cc1Cl)c1nc(-c2ccccn2)no1 (stereo unspecified)	0	x	1	131*	-1.2	-2.0	-3	-5	12	4
CSc1sc(C(=O)N2CCCCC2)c(-c2cccs2)c1C#N	2	1	x	x	-1.9	-0.5	-13	x	-2	4
COc1cccc(C(=O)Nc2ccccc2N2CCCC2)c1	3	x	0	x	0.6	-0.3	2	-4	6	-3
COc1cc(C(=O)Nc2ccc(Nc3ccccc3)cc2)cc(OC)c1OC	0	0	1	1	-0.1	-1.9	-6	x	-2	-7
COC(=O)CCC(=O)NNC(=O)c1ccc(Cl)cc1Cl	7	x	-3	2	x	0.1	6	2	-7	0
CCOC(=O)c1cc(C(=O)Nc2ccc(C)c(F)c2)nn1C	4	x	1	u	-2.8	1.5	-5	x	-5	-10
Cc1nc(SCC(=O)NC2CC2)c2c(C)c(C)sc2n1	4	-3	-2	-8	-1.7	1.4	-2	-6	1	11
Cc1cccc(NC(=O)C2CC3CCC2C3)c1C (stereo unspecified)	2	3	5	-2	-0.5	-0.7	-4	-9	-15	0
CCCN(C(=O)CSc1nnc2ccccn12)C1CCS(=O)(=O)C1 (stereo unspecified)	-1	2	-2	1	-0.2	-0.4	-6	-8	-3	-10
CCN(CC)c1ccc(CNc2ccc3c(c2)ncn3C(C)(C)C)cc1	3	0	-3	-9	-0.1	0.9	-10	-1	-2	2
COc1ccccc1CNC(=O)CCNS(=O)(=O)/C=C/c1ccc(C)cc1	0	-3	1	-14	-0.8	-1.0	-5	-3	-10	-9
Cc1c(NC(=O)COc2cccc3c2OC(C)(C)C3)c(=O)n(-c2ccccc2)n1C	13	-1	-5	0	-0.4	1.4	-2	0	-7	x
CN1C(=O)OC(C)(C)C1=O	8	x	4	2	0.2	0.1	-8	-1	-2	-1
Cc1c(C(=O)N2CCN(c3ccccn3)CC2)oc2ccccc12	0	x	5	-15	-3.0	4.0	-16	-1	-6	-4
COc1ccc(OC)c(NC(=O)C(=S)NC2CCCCC2)c1	1	-2	-3	-5	-8.2	-1.1	-8	-8	4	-6
O=C(CCc1ccccc1)OCC(=O)c1ccc([N+](=O)[O-])cc1	-2	x	-4	-12	-1.7	0.5	1	-3	2	0
CCn1c(=S)sc2c(=O)n(CC(=O)Nc3ccc(OC)cc3)c(C)nc21	0	0	-3	1	-3.9	-3.0	-13	-4	0	-3
Cc1ccccc1-n1c(SCC(=O)N2CCCCC2)nc(O)cc1=O	1	2	7	6	-2.3	1.4	-6	-2	-8	6
CC12CCC(=O)C=C1CCC1C2C(=O)CC2(C)C1CCC2(O)C(=O)CO (stereo unspecified)	0	0	5	1	-1.1	-1.1	-2	x	5	-8
COc1cccc(C2/C(=C(/O)c3ccc4c(c3)CC(C)O4)C(=O)C(=O)N2c2nnc(C)s2)c1 (stereo unspecified)	6	1	1	1	-1.3	-1.7	-11	6	-5	13
C[C@H](CO)N1C[C@H](C)[C@@H](CN(C)S(=O)(=O)c2ccccc2)Oc2ccc(NC(=O)CCN3CCOCC3)cc2C1=O	0	-3	0	-4	-1.1	0.8	-3	1	-2	4
COC(=O)c1ccc(COC(=O)c2ccc(N(C)C)cc2)cc1	0	x	4	32	-0.4	-1.5	-5	-7	2	-2
C=CCNc1nc(-c2ccccc2)c(C(=O)OCC)cc1C#N	1	-1	-4	x	-0.7	-0.5	-10	x	-3	-4
CCOC(=O)c1cc(NC(=O)N2CCCCC2)c(C)nc1C	1	0	5	3	x	0.5	1	0	-4	8
CCC1Oc2ccc(C)cc2N(CC(=O)N2CCOCC2)C1=O (stereo unspecified)	4	-1	8	-7	-0.6	-0.3	9	1	3	2
O=C(O)c1ccccc1NC1CCCCC1NS(=O)(=O)c1ccccc1 (stereo unspecified)	-3	-2	-7	-3	-1.7	x	-6	-2	1	-11
O=C(/C=C/Sc1ccc(C(F)(F)F)cn1)c1ccccc1	0	16	0	-43	-0.3	0.0	9	x	-11	9
CCN(CC(=O)Nc1cccc(OC)c1)CC(=O)Nc1cccc2ccccc12	2	4	3	-11	-3.0	-1.8	-10	-1	1	-4
CCOC(=O)c1sc(NC(=O)CC2OC(=O)c3ccccc32)nc1C (stereo unspecified)	-1	0	1	0	-4.2	1.2	-18	-1	3	3
O=C(CSc1ccc(-c2cccs2)nn1)NCCc1ccccc1	1	-3	-1	-5	-0.7	-1.6	-4	3	0	-12
Cc1cc(F)c(F)c(C(=O)N2CCOCC2)c1	1	x	0	-5	x	-0.4	-5	-10	0	3
COc1ccc(S(=O)(=O)N2CCC(Nc3ccccc3Cl)CC2)cc1	-3	-4	1	15	-0.8	-7.8	0	5	32	6
Cc1ccc(COCCN2CCN(S(=O)(=O)c3ccc(C)cc3)CCC2=O)cc1	0	-2	-3	0	0.3	0.8	-5	-4	-8	1
COc1ccc(NC(=O)c2nc3nccc(C)n3n2)cc1S(=O)(=O)N1CCOCC1	-4	0	-4	-9	-0.5	-1.0	1	-2	-4	-3
O=c1oc2ccccc2c(N2CCCC2)c1CN1CCCC1	-4	-1	-4	-7	-2.6	2.3	-1	-1	9	x
C/C(=N\Nc1ccccn1)c1ccc(N2CCOCC2)cc1	-2	29	6	58	0.3	1.0	1	3	6	1
Cc1ccccc1OCC(=O)N1CCN(C(=O)COc2ccccc2C)CC1	3	-2	-5	7	-1.8	-0.5	-2	-1	8	-10
CCC(C)Sc1ccc([C@H]2N[C@@](Cc3ccccc3)(C(=O)OC)[C@H]3C(=O)N(C)C(=O)[C@@H]23)cc1 (stereo partly specified)	-1	-3	8	9	0.9	-2.2	-4	0	13	13
O=C(CN1C(=O)NC2(CCCC2)C1=O)OCCOc1cccc(Cl)c1	-6	-1	-3	7	-0.9	0.1	-3	10	-2	6
Cc1occc1C(=O)N/N=C/c1ccc(-c2cccc([N+](=O)[O-])c2)o1	2	3	11	2	-2.1	-1.1	0	5	-7	-2
COc1ccccc1NC(=O)N(Cc1ccco1)Cc1cc2cccc(C)c2[nH]c1=O	3	x	6	6	x	0.3	-4	-6	7	-22
COc1ccccc1CNC(=O)c1cc(S(=O)(=O)N2CCN(c3ccccc3)CC2)ccc1Cl	0	-5	1	-15	-0.1	-0.7	-19	10	4	-7
c1cnc(SCCOc2ccc3c(c2)CCC3)nc1	-3	x	0	x	0.0	0.5	6	-8	3	15
Cc1[nH]c2ccccc2c1C(=O)C(=O)NCc1cccs1	-2	-1	-2	9	-2.5	-0.1	0	-2	-4	3
Oc1ccc(C=Nc2ccccc2-c2nc3ccccc3[nH]2)cc1	-2	x	-1	29	-0.7	x	-10	1	-6	3
Cc1cc(C)cc(-n2nc(C)cc2N)c1	-7	-2	-5	-11	-1.7	0.7	-2	x	-3	14
CC(C)NC(=O)C1(O)c2ccccc2NC(=O)N1c1ccc(Cl)c(Cl)c1 (stereo unspecified)	-4	x	-9	11	-0.8	0.6	3	-4	-1	-5
CCCOC(=O)CN1C(=O)c2ccc(C(=O)OCCC)cc2C1=O	1	x	0	-9	-0.9	0.3	-5	6	-9	2
Cc1cc(-c2c(C)[nH]n(-c3ccccc3)c2=O)n[nH]1	6	-3	6	-16	0.0	0.4	-11	-6	-5	8
COC(=O)c1cc(S(=O)(=O)Nc2cc(OC)cc(OC)c2)cn1C	2	-3	1	x	0.1	1.9	-2	0	-6	7

Further records follow.
SMILES	V-ATPase pH	Wnt bcat act	RTF Ca sens act	MITF act	CAL PDZ FP-1	CDK5 p35 inh	dFosB act	CAL PDZ FP-2	Tat export inh	Rtt109 HAT inh
COC(=O)N/N=C1\CCCc2c(C)cc(C)cc21	-2	0	1	13	-0.1	-0.5	-2	x	1	-11
O=C(CNC(=O)c1ccc2c(c1)OCO2)NCCOc1ccc(Cl)cc1	-5	2	-4	-1	-0.1	0.2	-2	4	-5	-7
COC(=O)c1cc(-c2ccc(OC)cc2)n[nH]1	2	-2	2	91*	-1.5	1.6	-6	0	1	-8
NS(=O)(=O)c1ccc(NC(=O)c2ccc(S(=O)(=O)N3CCCCCC3)cc2)cc1	1	-5	-5	-10	-1.7	-0.7	6	x	-7	-1
COc1cccc(/C=N/Nc2nc(Nc3ccccc3)nc(-n3nc(C)cc3C)n2)c1O	-1	x	0	-29	-60	-1.2	41*	-4	-3	0
CC(=O)N1CCOc2ccc(S(=O)(=O)NCCc3ccccc3)cc21	-2	3	-2	11	-0.8	2.1	-6	-5	-5	4
Cc1[nH]c2ccccc2c(=O)c1C(=O)/C=C/c1ccccc1	0	-13	9	-84	-2.4	-0.6	0	-22	-4	6
COc1ccc(CCNC(=O)C2CC(=O)N(C3CCCC3)C2)cc1OC (stereo unspecified)	3	x	1	13	0.3	-0.1	7	-4	5	-3
Cc1ccc2nc(N3CCN(c4ccccc4)CC3)c(C=O)c(=O)n2c1	-3	1	3	14	-1.4	0.1	-2	1	-1	x

Structures shown so far containing a cyano group, in the order listed:
SMILES	V-ATPase pH	Wnt bcat act	RTF Ca sens act	MITF act	CAL PDZ FP-1	CDK5 p35 inh	dFosB act	CAL PDZ FP-2	Tat export inh	Rtt109 HAT inh
CSc1sc(C(=O)N2CCCCC2)c(-c2cccs2)c1C#N	2	1	x	x	-1.9	-0.5	-13	x	-2	4
C=CCNc1nc(-c2ccccc2)c(C(=O)OCC)cc1C#N	1	-1	-4	x	-0.7	-0.5	-10	x	-3	-4
